Screens from PubChem BioAssay.
ULK1 primary = inhibitors of human ULK1 kinase; O75385; AlphaScreen Atg13 phosphorylation by ULK1, luminescence; inhibition, % at 5.96 µM; hit rate 1.9% among 30,000; AID 1259251; in the data active = inhibition above about 43%;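 note: 0% = median of compound wells and 100% = no enzyme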
Target sequence (O75385 whole entry, looked up): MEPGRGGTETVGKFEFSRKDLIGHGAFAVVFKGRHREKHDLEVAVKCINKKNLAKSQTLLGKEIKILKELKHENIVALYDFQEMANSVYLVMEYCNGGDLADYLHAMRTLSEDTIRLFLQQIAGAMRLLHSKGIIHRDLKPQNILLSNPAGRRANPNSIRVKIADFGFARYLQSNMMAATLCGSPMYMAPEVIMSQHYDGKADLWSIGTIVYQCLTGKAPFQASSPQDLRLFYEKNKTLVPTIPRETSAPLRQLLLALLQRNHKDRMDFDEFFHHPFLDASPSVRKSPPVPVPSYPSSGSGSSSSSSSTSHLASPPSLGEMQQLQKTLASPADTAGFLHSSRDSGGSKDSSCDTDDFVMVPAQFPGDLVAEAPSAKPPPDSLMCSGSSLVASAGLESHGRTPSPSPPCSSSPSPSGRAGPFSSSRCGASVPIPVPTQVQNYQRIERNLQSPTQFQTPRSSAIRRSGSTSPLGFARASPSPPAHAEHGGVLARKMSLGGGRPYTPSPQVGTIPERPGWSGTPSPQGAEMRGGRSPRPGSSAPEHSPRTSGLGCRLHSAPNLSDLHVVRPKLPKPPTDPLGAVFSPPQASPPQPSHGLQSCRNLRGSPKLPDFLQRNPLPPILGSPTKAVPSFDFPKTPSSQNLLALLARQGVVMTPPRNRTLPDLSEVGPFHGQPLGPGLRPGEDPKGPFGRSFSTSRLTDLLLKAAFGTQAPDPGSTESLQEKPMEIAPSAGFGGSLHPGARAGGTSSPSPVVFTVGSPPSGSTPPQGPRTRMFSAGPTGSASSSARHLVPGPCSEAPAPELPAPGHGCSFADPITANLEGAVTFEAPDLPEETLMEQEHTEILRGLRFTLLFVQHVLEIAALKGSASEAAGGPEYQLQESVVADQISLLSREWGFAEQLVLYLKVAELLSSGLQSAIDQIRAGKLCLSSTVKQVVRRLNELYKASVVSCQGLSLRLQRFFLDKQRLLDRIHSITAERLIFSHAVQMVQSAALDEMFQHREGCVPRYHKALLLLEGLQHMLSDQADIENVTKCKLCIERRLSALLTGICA
ASK1 primary = human ASK1 kinase inhibition, primary screen | hit rate 0.99% among 22,000 | AlphaScreen MKK6 phosphorylation by ASK1, luminescence | inhibition, % at 7.44 µM | Q99683 | AID 1159602; in the data active = inhibition above about 35%;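 note: 0% = median of compound wells and 100% = no enzyme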
Numbers without * were called inactive; nt = not tested or not shown.

No.	ULK1 primary	ASK1 primary	molecule
1	-11.7	nt	CCOC(=O)N1CCN(c2cc(-c3cccnc3)nc(-c3ccccc3)n2)CC1
2	0.8	22.2	COc1cc(-c2cn[nH]c2)cc2c(=O)[nH]c(C3COc4ccc(Cl)cc4C3)nc12 (stereo unspecified)
3	6.8	nt	CNC[C@H](O)c1cccc(O)c1
4	12.9	nt	Cc1cc(O)c(C(c2ccccc2)N2CCCCC2)c(=O)n1Cc1ccco1 (stereo unspecified)
5	-15.1	-5.9	CC(=O)c1cccc(-c2cccc(C(=O)NCc3cccc(C(F)(F)F)c3)n2)c1
6	-8.0	nt	O=C(NCc1c(-c2ccc(Cl)cc2)nc2n1CCS2)c1ccc(F)cc1F
7	-31.4	8.8	CN1CCN(C(=O)c2ccc(-c3nc4ccc(C(=O)NCc5cccc(C(F)(F)F)c5)cc4s3)cc2)CC1
8	-0.9	-3.5	FC(F)(F)c1cccc(CNc2nc(Nc3ccccn3)nc3c2ncn3-c2ccccc2)c1
9	5.1	-2.3	Cc1cnc(N2CCC(N3CCOCC3)CC2)nc1NCc1ccccc1
10	4.4	-6.1	CCCNc1nc(NCc2cccnc2)nc2c1ncn2-c1ccsc1
11	-7.7	-10.1	Oc1ccc(CCNc2nc(Nc3nccc4ccccc34)nc3c2ncn3Cc2ccc(C(F)(F)F)cc2)cc1
12	3.9	-8.6	COc1ccc(-c2ncc(C(=O)NCCCN3CCCC3=O)s2)cn1
13	-1.9	0.0	c1ccc(OCCNc2ccnc(N3CCN(c4ccccn4)CC3)n2)cc1
14	8.6	nt	N#C/C(=C/c1cc2c(cc1Br)OCO2)C(=O)NC1CCCCC1
15	13.0	-11.4	c1ccc(-c2ccc3cnc(Nc4ccc(-n5cnc(N6CCOCC6)n5)cc4)nc3c2)cc1
16	-17.7	-4.4	N#Cc1ccc2cnc(Nc3ccc(-n4cnc(N5CCOCC5)n4)cc3)nc2c1
17	-21.0	0.6	Cc1cnc(Nc2ccccc2)nc1NCc1cccc(C(F)(F)F)c1
18	0.4	nt	CC(=O)N1CCC(N(Cc2ccc3c(c2)CCO3)C2CC2)CC1
19	-9.0	-15.5	COc1ccc(CCNc2nc(Nc3ccc(C(F)(F)F)cc3)ncc2C)cc1
20	3.2	13.1	COc1ccc(-c2nc(NCc3ccccc3)c3ncn(-c4ccccc4)c3n2)cc1
21	5.3	12.9	c1ccc(CN2CCC(Nc3nc(NC4CC4)c4[nH]cnc4n3)CC2)cc1
22	-26.9	nt	C/C(CC(=O)Nc1cccc2c1CCCC2)=N\NC(=O)COc1ccc(C)cc1
23	-8.5	1.5	Cc1nn(C)c(C)c1-c1ncc(C(=O)NCCc2ccc(O)cc2)s1
24	-6.9	-2.0	Cc1cnc(-c2cccc(N)c2)nc1NCCc1ccc(O)cc1
25	-10.4	1.7	COc1cc(Nc2cc(-c3ccc4[nH]ccc4c3)nc(N)n2)cc(OC)c1OC
26	-7.7	-9.9	Cc1cncc2cccc(NC3CCN(C(=O)c4ccc(Br)cc4Cl)CC3)c12
27	-1.8	36.3*	CN(C)c1cccc(Nc2nccc(Nc3ccc4c(c3)OCO4)n2)c1
28	-0.9	-22.4	COc1cc(Nc2nc(Nc3ccc4ncccc4c3)nc3c2ncn3CCN2CCCC2=O)cc(OC)c1OC
29	0.7	14.6	CN1CCN(C(=O)c2ccc(-c3nc(Nc4ccc(N5CCOCC5)cc4)c4ncn(Cc5ccc(C(F)(F)F)cc5)c4n3)cc2)CC1
30	-0.5	nt	CCC1(c2ccccc2)C(=O)NCNC1=O
31	9.6	nt	CC12CCC(=O)C=C1CCC1C2[C@@H](O)CC2(C)C1CC[C@]2(O)C(=O)COP(=O)(O)O (stereo partly specified)
32	5.6	nt	O=C(NNC1CC(=O)N(c2ccc(Br)cc2)C1=O)c1cccc([N+](=O)[O-])c1 (stereo unspecified)
33	0.7	4.4	CCN(CC)c1nc(Nc2cnccn2)nc(NC2CCN(Cc3ccccc3)CC2)n1
34	-9.6	-0.9	COc1ccc2c(c1)CC(C(=O)Nc1cc(F)c(-c3cn[nH]c3C)cc1OCCN(C)C)CO2 (stereo unspecified)
35	23.4	17.6	O=C(Cc1cn(-c2ccc(N3CCc4ccccc4C3)nn2)c2ccccc12)Nc1ccc(N2CCOCC2)cc1
36	-4.2	nt	O=C(O)c1ccc(NC(=S)NC2CCCCC2)cc1
37	-45.9	-16.2	COc1cc(NC(=O)c2cccc(-n3cc(Nc4ccccn4)cn3)c2)cc(OC)c1OC
38	1.1	nt	CCCC(=O)NC(=S)NNC(=O)c1ccc([N+](=O)[O-])cc1
39	-23.1	7.6	c1ccc(-c2nc(NCc3cccnc3)c3ncn(C4CCCCC4)c3n2)cc1
40	7.8	0.2	O=C(NC1CCN(Cc2ccccc2)CC1)c1cnc(-c2ccccc2)s1
41	-17.2	1.4	CNC(=O)c1ccccc1Nc1cc(NC(=O)C(C)(C)c2ccccc2)ncc1C(F)(F)F
42	3.8	nt	CC(=O)NC[C@H]1CN(c2ccc(N3CCOCC3)c(F)c2)C(=O)O1
43	-25.5	-6.6	COc1ccc(CCNc2nc(-c3cccc(N)c3)nc3c2ncn3CCN2CCCC2=O)cc1
44	0.8	14.5	C=CCN1CCC(c2nc3ccc(-c4ccncc4)cc3[nH]2)CC1
45	6.7	3.7	COc1ccc(-c2cccc(C(=O)NC3CC3)c2)cn1
46	-2.6	-7.2	COc1ccc(CCNC(=O)c2cccc(N3CCc4ccccc4C3)n2)cc1
47	2.0	nt	COc1cc(OC)nc(Oc2cccnc2/C=N/NC(=O)Nc2ccccc2OC)n1
48	13.1	7.2	Cc1cc(NCCCN2CCCC2=O)nc(Nc2ccccn2)n1
49	-17.3	-7.0	COc1ccc2c(c1)C[C@H](C(=O)Nc1ccc(-c3cn[nH]c3)cc1OCCCO)CO2
50	2.9	nt	O=C(NCC1CCCCN1)c1cc(OCC(F)(F)F)ccc1OCC(F)(F)F (stereo unspecified)
51	21.1	-2.1	c1ccc(Nc2cc(N3CCc4ccccc4C3)ncn2)cc1
52	-3.2	-0.3	COc1ccc(COC(=O)Nc2ccc(-c3cn[nH]c3)cc2)cc1
53	-0.5	nt	CCOc1ccc(CNC(=S)NNS(=O)(=O)c2ccc(OCC)cc2)cc1
54	21.3	-19.6	OCCNc1nc(Nc2ccncn2)nc2c1ncn2C1CCCCC1
55	17.6	10.6	O=C(NCCc1ccc(O)cc1)c1cnc(Nc2ccncn2)s1
56	-9.4	6.3	CCCNc1ncnc2c1nc(-c1ccccc1)n2C(C)C
57	-4.6	nt	CCN(CC)C(=O)CSc1nc(O)cc(=O)n1-c1ccc(F)cc1
58	30.1	7.7	O=C(Nc1ccc(-c2cn[nH]n2)cc1)C1COc2ccc(Cl)cc2C1 (stereo unspecified)
59	1.6	nt	CC(C)(C)C(=O)NCCS(=O)(=O)N1CCN(c2ccccc2F)CC1
60	-12.2	-9.1	FC(F)(F)c1cccc(CNc2nc(-c3ccc(N4CCOCC4)nc3)nc3nc[nH]c23)c1

Looked up by compound from above, five records:
No.	ULK1 primary	ASK1 primary	molecule
60	-12.2	-9.1	FC(F)(F)c1cccc(CNc2nc(-c3ccc(N4CCOCC4)nc3)nc3nc[nH]c23)c1
54	21.3	-19.6	OCCNc1nc(Nc2ccncn2)nc2c1ncn2C1CCCCC1
50	2.9	nt	O=C(NCC1CCCCN1)c1cc(OCC(F)(F)F)ccc1OCC(F)(F)F (stereo unspecified)
51	21.1	-2.1	c1ccc(Nc2cc(N3CCc4ccccc4C3)ncn2)cc1
56	-9.4	6.3	CCCNc1ncnc2c1nc(-c1ccccc1)n2C(C)C

(listing goes on)
No.	ULK1 primary	ASK1 primary	molecule
61	-8.2	-3.8	COc1ccc(-c2cc(NC3CCN(Cc4ccccc4)CC3)ncn2)cc1
62	-32.8	-6.5	COc1cc(Nc2nc(N3CCCC3CO)nc3c2ncn3Cc2ccc(C(F)(F)F)cc2)cc(OC)c1OC (stereo unspecified)
63	17.1	14.8	COc1cc(NC(=O)C2CCN(c3ccc(N4CCCC4CO)nn3)CC2)cc(OC)c1OC (stereo unspecified)
64	-14.9	-11.0	FC(F)(F)Oc1cccc(-c2cc(NCCc3ccccn3)ncn2)c1
65	1.4	6.8	O=C(NCCc1ccc(O)cc1)c1csc(Nc2ccc(-n3ccnc3)cc2)n1
66	-13.1	nt	Cc1cccc(NC(=O)CCN2C(=O)c3ccccc3C2=O)n1
67	1.6	-5.8	CC(=O)Nc1cc(-c2ccncc2)ccc1NC(=O)[C@H](N)Cc1cccc(F)c1
68	1.9	-5.4	CC(C)n1c(-c2ccc(C(=O)NC3CC3)cc2)nc2c(NC3CC3)ncnc21
69	7.2	-9.1	c1ccc(Nc2nc(NCCN3CCOCC3)c3[nH]cnc3n2)cc1
70	-0.6	nt	COc1ccccc1OCc1cc(C(=O)O)co1
71	-10.6	nt	N=C1SCC(=O)N1c1ccc(Cl)cc1
72	1.2	-6.2	COc1ccc2c(c1)C[C@H](C(=O)Nc1ccc(-c3cn[nH]c3C)cc1SCCN(C)C)NC2

Given with one line to a screen: part of the list above
(70) COc1ccccc1OCc1cc(C(=O)O)co1
(71) N=C1SCC(=O)N1c1ccc(Cl)cc1

Compound	70	71
ULK1 primary	-0.6	-10.6
ASK1 primary	nt	nt

Of the compounds above, 3 contain bromine.
No.	ULK1 primary	ASK1 primary	molecule
14	8.6	nt	N#C/C(=C/c1cc2c(cc1Br)OCO2)C(=O)NC1CCCCC1
26	-7.7	-9.9	Cc1cncc2cccc(NC3CCN(C(=O)c4ccc(Br)cc4Cl)CC3)c12
32	5.6	nt	O=C(NNC1CC(=O)N(c2ccc(Br)cc2)C1=O)c1cccc([N+](=O)[O-])c1 (stereo unspecified)

Other structures follow:
No.	ULK1 primary	ASK1 primary	molecule
73	-7.7	nt	CCOC(=O)[C@H]1O[C@@H]1C(=O)N[C@@H](CC(C)C)C(=O)NCCC(C)C
74	-10.0	nt	CCO
75	2.7	-3.7	O=C1CCCN1CCCNc1cc(NCc2nc3ccccc3[nH]2)ncn1
76	-1.1	-0.9	COc1cc(NC(=O)c2ccc3nc(N4CCC(N5CCOCC5)CC4)sc3c2)cc(OC)c1OC
77	-5.9	-2.6	CCc1cc(-c2cn[nH]c2)ccc1NC(=O)C1COc2ccccc2O1 (stereo unspecified)
78	-27.2	nt	COc1cc(C)c(C)cc1S(=O)(=O)Nc1ccc(-c2ccc(N3CCC(C)CC3)nn2)cc1
79	-1.2	12.9	CN1CCN(c2ncn(-c3ccc(Nc4nccc(-c5cc(F)cc(N6CCC(O)CC6)c5)n4)cc3)n2)CC1
80	-1.5	nt	Cn1c(=O)[nH]c(N2CCc3ccccc3C2)c(Cc2ccc([N+](=O)[O-])cc2)c1=O
81	31.5	10.4	COc1ccc(-c2nc3ccc(C(=O)NCCc4ccc(O)cc4)cc3s2)cc1
82	13.8	-25.4	CC(C)n1cnc2c(NCc3cccnc3)nc(Nc3ccnn3C)nc21
83	-4.0	-2.1	O=c1[nH]c(C2CC2)nc2cc(-c3cnn(-c4ccc(N5CCOCC5)cc4)c3)ccc12
84	-6.8	nt	COc1ccc(NC(=O)C(OC(C)=O)C(OC(C)=O)C(COC(C)=O)OC(C)=O)cc1 (stereo unspecified)

Another view of part of the listing above.
Below each compound – ULK1 primary, ASK1 primary
(82) CC(C)n1cnc2c(NCc3cccnc3)nc(Nc3ccnn3C)nc21
→ 13.8, -25.4
(77) CCc1cc(-c2cn[nH]c2)ccc1NC(=O)C1COc2ccccc2O1 (stereo unspecified)
→ -5.9, -2.6
(73) CCOC(=O)[C@H]1O[C@@H]1C(=O)N[C@@H](CC(C)C)C(=O)NCCC(C)C
→ -7.7, nt
(75) O=C1CCCN1CCCNc1cc(NCc2nc3ccccc3[nH]2)ncn1
→ 2.7, -3.7
(81) COc1ccc(-c2nc3ccc(C(=O)NCCc4ccc(O)cc4)cc3s2)cc1
→ 31.5, 10.4

Next section
No.	ULK1 primary	ASK1 primary	molecule
85	2.6	nt	CCN(CC)c1cc(-c2ccc(F)cc2)nc(C)n1
86	30.4	27.7	Cc1cnc(Nc2ccc(N3CCOCC3)cc2)nc1Nc1ccc2c(c1)OCO2
87	-11.2	-18.9	CCN(CC)C(=O)C1CCCN(c2nc(Nc3cc(OC)c(OC)c(OC)c3)c3ncn(Cc4ccc(C(F)(F)F)cc4)c3n2)C1 (stereo unspecified)
88	-12.3	-0.3	CCN(CC)c1nc(NCCN2CCOCC2)nc(Nc2ccc3ncccc3c2)n1
89	38.6	0.1	CC(C)n1cnc2c(Nc3ccc(N4CCOCC4)cc3)nc(NC3CCN(Cc4ccccc4)CC3)nc21
90	10.4	-13.4	COc1ccc(-c2nc3ccc(C(=O)NCc4cccnc4)cc3s2)cc1
91	-1.8	nt	COc1ccc(C(=O)NNC(=O)C(=O)Nc2ccccc2C)cc1
92	-16.9	-2.0	Cc1cnc(Nc2ccc(C(F)(F)F)cc2)nc1NCCOc1ccccc1
93	-2.7	0.8	O=C(NCCc1ccc(O)cc1)c1cccc(NCc2cccnc2)n1
94	-3.1	-0.9	FC(F)(F)c1cccc(CNc2nc(Nc3ccccc3)nc3c2ncn3C2CCCCC2)c1
95	6.8	nt	COc1ccc(C(=O)N2CCN(c3ccc(-c4cccs4)nn3)CC2)cc1OC
